Pf apPOL block: Pf-apPOL DNA polymerase inhibition; Recombinant Pf-apPOL, molecular beacon fluorescence, 1.5 h; inhibition, % at 10 µM; 0.25% of 210,000 active; AID 1794808
mHTT CaM bind: mHTT-calmodulin interaction abrogation. AlphaScreen His-mHTT/GST-CaM binding, luminescence. P42858. inhibition, % at 15 µM. 3.6% of 190,000 active;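 note: 0% = both proteins with DMSO and 100% = one protein alone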
Numbers without * were called inactive; i = inactive; nt = not tested or not shown; & = joins results of further samples. Cut-off read from the data, not from the text of the source: active = inhibition above about 50%; inactive = the rest.

A first look:
Under each structure: Pf apPOL block	mHTT CaM bind
CC(C)(C)c1ccccc1NC(=O)c1ccc(Cl)cc1
  -1.0	-3.8
CC(C)NC(=O)c1ccccc1OCC1CCN(C(=O)Cc2cccc(F)c2)CC1
  1.7	2.6
COc1ccc(OC)c(NC(=O)N2CCCCCC2c2ccc(C)s2)c1 (stereo not drawn)
  -1.3	26.7
CS(=O)(=O)N1CCN(c2ccc([N+](=O)[O-])c(NCc3ccc(Cl)cc3)c2)CC1
  -6.1	56.4*
Cc1ccc(NC(=O)CCCn2nc([N+](=O)[O-])c(Cl)c2C)cc1
  -3.3	8.0

The list itself, previewed entries included:
Under each structure: Pf apPOL block	mHTT CaM bind
CC(C)(C)c1ccccc1NC(=O)c1ccc(Cl)cc1
  -1.0	-3.8
CC(C)NC(=O)c1ccccc1OCC1CCN(C(=O)Cc2cccc(F)c2)CC1
  1.7	2.6
COc1ccc(OC)c(NC(=O)N2CCCCCC2c2ccc(C)s2)c1 (stereo not drawn)
  -1.3	26.7
CS(=O)(=O)N1CCN(c2ccc([N+](=O)[O-])c(NCc3ccc(Cl)cc3)c2)CC1
  -6.1	56.4*
Cc1ccc(NC(=O)CCCn2nc([N+](=O)[O-])c(Cl)c2C)cc1
  -3.3	8.0
O=C(O)CCC(=O)c1c[nH]c2ccccc12
  -2.6	1.2
Cc1c(Br)cc(C(=O)N2CCCCC2)c(C)c1C
  -16.5	-0.9
COc1ccc(OC)c(Nc2nc3nonc3nc2Nc2c(C)n(C)n(-c3ccccc3)c2=O)c1
  -1.1	4.0
Cc1c(NC(=O)c2ccccc2I)cccc1-c1nc2ncccc2o1
  -2.2	4.0
O=C(Nc1ccc(Nc2ccccc2)cc1)c1ccc(Cl)cc1[N+](=O)[O-]
  -3.2	22.1
COc1ccc(-c2cc3nc4c(c(=O)n3[nH]2)CCN(C(=O)CCc2ccccc2)C4)cc1
  1.2	41.6
CC(Oc1ccccc1)C(=O)Nc1ccc(C(=O)NC(C)(C)C)cc1 (stereo not drawn)
  -2.9	-1.5
Cc1ccccc1CS(=O)(=O)CCC(=O)NCCc1ccccc1
  -13.2	-3.0
Cc1ccccc1NC(=O)N1CCCC(C)(C(=O)NCc2ccccc2)C1 (stereo not drawn)
  0.4	0.6
CC1=CC(C)C(c2ccccc2)NC1c1ccccc1 (stereo not drawn)
  -8.6	-2.0
COCCC1CCN(C(=O)c2ccc3nc[nH]c3c2)CC1
  -2.7	-1.7
O=C(NCc1cccnc1)c1cccc(-c2nc(-c3cccc(F)c3)no2)c1
  -5.8	9.9
CN(C)c1ccc(-c2nc3cc(NC(=O)c4ccncc4)ccc3o2)cc1
  1.3	30.3
COc1ccccc1C(CC(=O)c1ccccc1)CC(=O)c1ccccc1
  -8.6	-7.6
O=C(Nc1ccc(Cl)c(Cl)c1)c1cc(S(=O)(=O)N2CCc3ccccc3C2)ccc1F
  -6.8	-6.0
Cc1nnsc1C(=O)N1CCN(c2ccc(N3CCCCC3C)nn2)CC1 (stereo not drawn)
  -5.6	4.7
CCOC(=O)C1C(=O)C=C(c2ccc(F)cc2)CC1c1cccc(F)c1 (stereo not drawn)
  -2.8	-11.1
Cc1cccc(-c2noc(-c3cccnc3N3CCC(C(=O)NCc4ccco4)CC3)n2)c1
  -7.9	-8.1
N#Cc1cccc(C(=O)N2CCN(C(=O)c3nnn4c3COC(c3ccccc3)C4)CC2)c1 (stereo not drawn)
  -0.4	0.5
CC1(C)Cc2ccccc2-c2nc(NCCO)n(-c3ccccc3)c(=O)c21
  -9.5&-0.8	-3.0&-6.7
COCCN(CCOC)Cc1c(O)ccc2c(O)c(-c3ccc(OC)cc3)c(=O)oc12
  -0.3	-0.2
COc1cccc(CN2CCCC2c2cc(C)no2)c1O (stereo not drawn)
  -6.0	2.6
N=c1c(C(=O)NCC2CCCO2)cc2c(=O)n3ccccc3nc2n1C1CCCC1 (stereo not drawn)
  -10.8	5.0
CCCCN(Cc1ccccc1)Cc1ccc([N+](=O)[O-])cc1
  -3.3	-13.5
Cc1noc(C2CN(C(=O)c3cn(C)nn3)C2)n1
  5.6	-10.5
O=C(OCc1cc(-c2ccc3c(c2)OCCO3)on1)c1nc2ccccc2s1
  -6.7	-4.2
COc1cc(OC)c(OC)cc1CN1CCN(S(=O)(=O)c2ccc(NC(C)=O)cc2)CC1
  -8.7	9.2
COc1cccc(C(CC(=O)N2CCCC2)c2c[nH]c3ccccc23)c1 (stereo not drawn)
  -3.7	13.5
CCC(C)N1C(=O)S/C(=C\c2ccc(N3CCOCC3)o2)C1=O (stereo not drawn)
  8.9	5.0
OC(COC12CC3CC(CC(C3)C1)C2)CN1CCCCC1 (stereo not drawn)
  -4.9	7.2
CC(=O)c1ccc(NC(=O)Oc2ccccc2)cc1
  -7.7	-0.7
COc1ccc(N2CCN(CC(O)COCC3CC4CCC3C4)CC2)cc1 (stereo not drawn)
  -0.3	13.7
Cc1ccccc1OCC(O)CN1C(=O)NC(C)(C)C1=O (stereo not drawn)
  3.8	-9.8
O=C(O)c1cccc(-n2cccc2C=C2C(=O)c3ccccc3C2=O)c1
  -7.5	18.0
CCNC(=O)Nc1cc(C)ccc1N1CCCN(Cc2ccc(F)cc2F)C1=O
  -2.2	3.8
CCCc1ccc(Oc2c(C)oc3cc(OCC)ccc3c2=O)cc1
  -0.8	-7.1
CC(C)CCNC(=O)c1ccc(N2CCNC(c3ccccc3)C2)nc1 (stereo not drawn)
  -7.4	0.4
c1ccc([C@H]2CN3CCSC3=N2)cc1
  -1.0	nt
Cc1cc(=O)[nH]c(SCCOc2ccccc2F)n1
  -8.0&-3.8	-3.0&-6.2
O=C(Nc1cccc2cccnc12)c1ccc(Cl)cc1Cl
  -4.8	-8.0
O=C(NCCOc1ccc(NC(=O)c2ccc(F)cc2)cc1)c1ccc(F)cc1
  0.9	-1.1
COCCC(=O)N1CCCC(c2nncn2Cc2ccccc2)C1 (stereo not drawn)
  -2.3	-0.4
Cc1ccc(S(=O)(=O)N(CC(=O)N(C)C)c2ccc(Cl)cc2)cc1
  3.7	5.5
Cc1ccc(C)c(Cn2c(=O)n(CCCC(=O)NCc3ccco3)c(=O)c3sccc32)c1
  0.2	-1.0
O=C1CC(CNS(=O)(=O)c2cccc(C(F)(F)F)c2)CN1c1ccc(Cl)cc1 (stereo not drawn)
  -2.1	46.1
COc1ccc(CCNC(=O)c2cc3cc([N+](=O)[O-])cc(OC)c3oc2=O)cc1OC
  -0.3	2.9
Cc1ccc(C)c(Cc2c(C)nc3ncnn3c2C)c1
  28.0	-2.0
CC(C)(C)C(=O)N1CCCn2nc(-c3ccncc3)cc2C1
  -1.6	-1.2
Cc1ccc(NC(=O)N2CCCC(CCC(=O)NCCC3=CCCCC3)C2)cc1 (stereo not drawn)
  -2.6	-7.9
O=C(NNc1ncccc1-n1cccc1)Nc1ccc(OC(F)(F)F)cc1
  3.7	nt
Cc1ccc(-c2cc(=O)c(=O)[nH][nH]2)cc1
  2.4	4.9
O=c1[nH]c(-c2ccc(F)cc2)cn1-c1ccc(Br)cc1
  0.4	6.0
CN1CCN(C(=O)c2cnn(-c3ccccc3)c2NC(=O)c2ccccc2F)CC1
  3.3	-6.5
COCC(C)NC(=O)N1CCOCC1 (stereo not drawn)
  -5.4	-5.5
Cc1cc(-c2nnc(NC(=O)C(C)(C)Oc3ccc(Cl)cc3)o2)c(C)o1
  -135.5	98.4*

Next part.
Under each structure: Pf apPOL block	mHTT CaM bind
O=C(Nc1cccc2cccnc12)c1cc2ccccc2oc1=O
  -5.2	1.0
CCC(=O)NCCc1csc(C2CCN(C(=O)c3ccc(C)c(C)c3)CC2)n1
  -3.9	20.4
CC1CCN(S(=O)(=O)c2cc(C(=O)Nc3ccc(Cl)c(Cl)c3)ccc2F)CC1
  -4.7	-10.0
Cc1cnc(-n2nnc(C(=O)N3CCN(C(=O)c4ccco4)CC3)c2C)s1
  -7.3	-15.6
N#CC1=C(N)Oc2c(oc(CO)cc2=O)C1c1ccncc1 (stereo not drawn)
  3.4&-2.4	1.2&3.0
Cc1ccc(OCC(=O)N2CCC(CCOc3ccncc3)CC2)cc1
  -0.6	2.4
CN(CC(=O)N1N=C(c2cccs2)CC1c1cccn1C)C(=O)C1CCCC1 (stereo not drawn)
  -1.2	28.1
COc1ccc(-c2cc(C(F)(F)F)n3ncc(C(=O)O)c3n2)cc1OC
  -0.2	-6.0
CCOc1ccc(C2=CSC3=NCCN23)cc1Cl
  1.9	25.0
COc1cccc(N2CCN(c3nc(C(=O)N4CCCC4)cs3)CC2)c1
  -2.3	15.5
CCOc1ccc(NC(=O)C2CCN(c3nccnc3Oc3ccc(C)cc3)CC2)cc1
  -4.6	-2.5
CCOC(=O)N1CCc2c(sc(NC(=O)c3nc4ccccc4s3)c2C(=O)OC)C1
  -3.2	2.9
Cn1cnnc1SCCC(=O)O
  nt	-3.4
CC1(CN2C(=O)NC(c3ccccc3)(c3ccccc3)C2=O)CC1(Cl)Cl (stereo not drawn)
  -2.9	-6.0
COc1c(Cl)cc(C(=O)Nc2c(C)ccc3nsnc23)cc1Cl
  -9.2	-2.0
CC(=O)N1N=C(c2ccncc2)OC12CCCCCC2
  -32.5	-9.0
COc1ccc(C2=N/C(=C\c3ccccc3C(F)(F)F)C(=O)O2)cc1Br
  -2.0	7.0
O=C(c1ccccn1)N1CCC(Oc2cc(N3CCCCC3)ncn2)C1 (stereo not drawn)
  -5.0	1.4
O=C(Cc1ccc2ccccc2c1)Nc1cccc2c1C(=O)NC2=O
  -4.2	-7.9
Cc1cc(C)c(-c2cc(C(=O)N3CCCCC3C(=O)NC3CC3)no2)c(C)c1 (stereo not drawn)
  -5.6	7.4
CSc1ccc(/C=N/N=C/c2ccc(SC)cc2)cc1
  nt	i
Cc1ccc2c(c1)C(CS(=O)(=O)NCC(C)C)NC2 (stereo not drawn)
  -13.1	-2.6
CCOC(=O)CCc1ccc2c(c1)NC(c1cccc([N+](=O)[O-])c1)O2 (stereo not drawn)
  8.6	nt
Cc1ccc(S(=O)(=O)Nc2c(C)cc(O)c(Cl)c2C)cc1
  -6.4	-4.8
CC(C)NC(=O)C1CCCN(c2ncnc3c2oc2ccccc23)C1 (stereo not drawn)
  -5.5	-0.7
O=C(Nc1cccc(F)c1)c1ccc(Br)o1
  -6.7	17.0
CCc1ccccc1N1C(=O)C2C3c4ccccc4C(CO)(c4ccccc43)C2C1=O (stereo not drawn)
  2.2	8.0
O=C(Nc1c2c(nn1-c1ccccc1)CSC2)c1ccc(S(=O)(=O)N2CCCCC2)cc1
  -2.2	18.0
COc1cc(/C=C2/N=C(c3ccc(-c4ccccc4)cc3)OC2=O)cc(OC)c1OC
  0.8	-1.0
CCOc1ccc(C2CCC(=O)NC2=O)cc1 (stereo not drawn)
  -1.0	-10.4
COc1cccc(C2CC(c3c(F)cccc3Cl)n3nc(N)nc3N2)c1 (stereo not drawn)
  -1.2	22.1
O=C(NCc1ccccc1)c1cncc(-c2ccccc2Cl)c1
  -1.7	-8.3
Cc1ccc(-n2c(=O)c3sccc3n(CC(=O)NCc3ccccc3Cl)c2=O)cc1F
  2.4	-3.0
CCc1ccc2nc(C)cc(C(N)=O)c2c1
  -1.2	-4.3
CCOc1ccccc1NC(=Nc1nc(C)cc(C)n1)NC(C)=O
  -1.6	37.0
COc1ccc(OC)c(NC(=O)c2cc3cc(OC)ccc3oc2=Nc2ccc(C(=O)O)cc2)c1
  -1.3	16.0
CC12NC(=O)NC1(C)NC(=O)N2 (stereo not drawn)
  -13.8	nt
CSc1cccc2sc(NC(=O)NCc3cccs3)nc12
  -2.2	1.4
Fc1ccccc1-n1nnnc1SCc1cc2c(cc1Cl)OCO2
  0.2&-26.0	-3.0&-10.4
COCCNC(=O)c1nnc(N2CCCCC2)c2ccccc12
  -9.0	8.1

Grouped by structure: those above containing an aryl thioether with sulfur outside any ring
Under each structure: Pf apPOL block	mHTT CaM bind
Cc1cc(=O)[nH]c(SCCOc2ccccc2F)n1
  -8.0&-3.8	-3.0&-6.2
Cn1cnnc1SCCC(=O)O
  nt	-3.4
CSc1ccc(/C=N/N=C/c2ccc(SC)cc2)cc1
  nt	i
CSc1cccc2sc(NC(=O)NCc3cccs3)nc12
  -2.2	1.4
Fc1ccccc1-n1nnnc1SCc1cc2c(cc1Cl)OCO2
  0.2&-26.0	-3.0&-10.4

The list continues.
Under each structure: Pf apPOL block	mHTT CaM bind
COC(=O)c1ccccc1NC(=O)C(C#N)=Cc1c(F)cccc1Cl
  -8.5	nt
CCN(CC)c1nc(-c2ccc([N+](=O)[O-])cc2)nc2ccccc12
  -5.6	9.2
CN(NC(=O)NC(=O)c1ccc(F)c(Cl)c1)c1ccc([N+](=O)[O-])cn1
  1.2	nt
Cc1nnc2n1CCN(C(=O)c1ccc3ccccc3n1)C2
  0.1	0.4
COc1ccc(C2CC(=O)n3nc(-c4ccc(F)cc4)nc3S2)cc1OC (stereo not drawn)
  -5.0	-1.0
O=C1OC(Nc2ccccc2Br)c2ccccc21 (stereo not drawn)
  4.7	-1.0
CCOc1ccc2cc(C(N)=O)c(=Nc3ccccc3C)oc2c1
  1.4	23.0
Cc1ccc(C2CCCN2C(=O)Cc2cccc(F)c2)cc1 (stereo not drawn)
  -8.0	2.3
Cc1ccc(C)c(N(CC(=O)O)S(=O)(=O)c2ccccc2)c1
  2.5	-0.9
CCCn1cnnc1C1CCCCN1C(=O)Cc1c[nH]c2ccccc12 (stereo not drawn)
  -9.5	28.6
Cc1ccc(C)c(NC(=O)C2CC(=O)N(CCc3c[nH]c4ccc(F)cc34)C2)c1 (stereo not drawn)
  0.3	22.2
O=C(O)Cn1nnc2ccccc21
  -5.7	-1.1
COc1ccc2oc(-c3cccc(Br)c3)cc(=O)c2c1
  -2.8	20.1

Screens (PubChem)
